# Assay outcomes from PubChem.
# RXFP1 antag = blocks the human relaxin receptor RXFP1 | Q9HBX9 | HEK293-RXFP1, relaxin-stimulated cAMP HTRF, 30 min; active compounds read low | activity change, negative = inhibition, % at 57.5 µM | 350,000 compounds, 0.59% hits;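 active = activity change of -60% or lower, but not beyond a set lower limit; inconclusive = change between -60% and -40%, or beyond the set limit; inactive = change above -40%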; note: % is set by controls: 0 for no effect and ±100 for the full control effect
# Apoferritin bind = candidate novel general anesthetic via apoferritin binding. P02791. apoferritin/1-aminoanthracene competitive binding, fluorescence. Potency, µM (doses to about 77.5 µM), inactives show top-dose activity change, negative = displacement, usual class: inhibitors. 350,000 compounds, 0.074% hits. AID 485281; note: potency is the fitted concentration of half-maximal effect; % is set by controls: 0 for no effect and ±100 for the full control effect; nearly all actives have a fitted effect of over 20% in size
# Target sequence (P02791 2-175 limits assumed): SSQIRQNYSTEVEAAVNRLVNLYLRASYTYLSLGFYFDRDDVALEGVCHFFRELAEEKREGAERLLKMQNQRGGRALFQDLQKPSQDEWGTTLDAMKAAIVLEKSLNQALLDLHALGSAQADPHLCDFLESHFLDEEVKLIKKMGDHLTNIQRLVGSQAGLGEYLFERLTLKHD
#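 10 uM apoferritin + 50% sat. 1-AMA, PBS; cpd 10 min RT; Ex380/Em535 endpoint; normalized to free probe vs complex; 4-param Hill fit; propofol titration as pos. ctrl.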
# POLI inh = blocks human DNA polymerase iota activity | Q9UNA4 | Pol iota fluorescent replication assay, 10 min | Potency, µM (doses to about 115 µM), inactives show at the top dose activity, negative = inhibition, most hits filed as inhibitors | 390,000 compounds, 1% hits | AID 588590; note: potency is the fitted concentration of half-maximal effect
#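 Fluorescent replication assay read twice, at 0 min and 10 min after adding 50 nM (final) substrate. Enzyme (10 nM) and compounds were first incubated 15 min at room temperature; enzyme-free buffer wells were negative controls.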
# APEX1 inh = APE1 (human) endonuclease inhibition; Potency, µM (titrated, usually from 65.8 µM), without a hit: at the top dose activity change, negative = inhibition, usual class: inhibitors; 350,000 compounds, 0.35% hits; AID 2517; P27695; recombinant APE1, TAMRA/BHQ-2 abasic DNA cleavage fluorescence;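 note: potency is the fitted concentration of half-maximal effect; plate controls were vehicle for no effect and reference inhibitor for full effect; nearly all actives have a fitted effect of over 55% in size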
#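 Endonuclease cleavage of a quenched abasic-site DNA duplex (50 nM) by APE1 (0.75 nM) was tracked by TAMRA dequenching. Compounds were preincubated with enzyme 15 min at room temperature; data normalized to buffer-only and DMSO wells plus NSC13755 control.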
# BLM helicase inh = blocks DNA unwinding by human BLM helicase | P54132 | recombinant BLM DNA unwinding, fluorescence dequenching | Potency, µM (top dose mostly 56.1 µM), for inactives: at the top dose activity change, negative = inhibition, actives largely listed as inhibitors | 350,000 compounds, 0.2% hits | AID 2528;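 note: potency is the fitted concentration of half-maximal effect; plate controls were vehicle for no effect and no enzyme for full effect; nearly all actives have a fitted effect of over 35% in size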
# POLH inh = DNA polymerase eta (human) inhibition | recombinant Pol eta, fluorescent DNA replication assay | Potency, µM (highest dose often 114 µM), for inactives: at the highest dose activity change, negative = inhibition, hits mostly inhibitors | 390,000 compounds, 1.2% hits | Q9Y253 | AID 588591; note: potency is the fitted concentration of half-maximal effect; % is set by controls: 0 for no effect and ±100 for the full control effect
#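 Pol eta (10 nM) was preincubated with compounds for 15 min at room temperature, after which fluorescent replication substrate (50 nM final) was added to start the reaction. Fluorescence was read kinetically at 0 and 10 min.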
# POLK inh = DNA polymerase kappa (human) inhibition; purified Pol kappa, fluorescent DNA synthesis assay, 10 min; 400,000 compounds, 0.53% hits; Potency, µM (highest dose often 107 µM), without a hit: top-dose activity, negative = inhibition, most hits filed as inhibitors; Q9UBT6; AID 588579; note: potency is the fitted concentration of half-maximal effect; % is set by controls: 0 for no effect and ±100 for the full control effect
# Target sequence (Q9UBT6 whole entry, looked up): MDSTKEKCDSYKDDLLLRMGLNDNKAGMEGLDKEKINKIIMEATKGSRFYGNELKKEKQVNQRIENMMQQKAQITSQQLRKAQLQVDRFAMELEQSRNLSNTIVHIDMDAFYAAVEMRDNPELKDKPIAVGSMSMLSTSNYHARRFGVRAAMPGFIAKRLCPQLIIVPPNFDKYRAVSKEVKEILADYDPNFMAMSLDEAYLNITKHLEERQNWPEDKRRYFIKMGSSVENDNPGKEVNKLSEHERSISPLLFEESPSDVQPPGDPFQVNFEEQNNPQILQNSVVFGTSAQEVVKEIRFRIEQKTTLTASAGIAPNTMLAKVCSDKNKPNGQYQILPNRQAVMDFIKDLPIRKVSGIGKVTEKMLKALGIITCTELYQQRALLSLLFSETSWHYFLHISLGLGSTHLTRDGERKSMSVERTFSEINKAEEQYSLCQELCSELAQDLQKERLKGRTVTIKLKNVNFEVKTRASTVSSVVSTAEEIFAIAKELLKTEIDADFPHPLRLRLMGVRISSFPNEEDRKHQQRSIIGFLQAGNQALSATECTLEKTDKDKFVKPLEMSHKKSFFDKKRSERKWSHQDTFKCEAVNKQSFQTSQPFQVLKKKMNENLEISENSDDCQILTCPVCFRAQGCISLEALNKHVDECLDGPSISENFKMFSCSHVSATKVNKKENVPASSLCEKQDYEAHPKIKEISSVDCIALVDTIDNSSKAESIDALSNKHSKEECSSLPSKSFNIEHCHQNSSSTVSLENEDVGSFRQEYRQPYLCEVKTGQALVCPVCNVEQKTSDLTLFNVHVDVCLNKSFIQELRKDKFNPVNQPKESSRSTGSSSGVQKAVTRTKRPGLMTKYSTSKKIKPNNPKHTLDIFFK
#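 Enzyme at 10 nM met test compounds for 15 min at room temperature. Substrate addition (50 nM final) began the reaction, which was monitored by fluorescence at 0 and 10 min.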
# POLB inh = blocks human DNA polymerase beta activity; Pol beta primer extension/strand displacement, fluorescence kinetic; P06746; AID 485314; Potency, µM (highest dose often 114 µM), inactives show at the highest dose activity change, negative = inhibition, hits mostly inhibitors; 340,000 compounds, 1.3% hits; note: potency is the fitted concentration of half-maximal effect; % is set by controls: 0 for no effect and ±100 for the full control effect
#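 Pol beta (10 nM) was preincubated with compound for 15 min at room temperature. The reaction was then started with 50 nM substrate and read immediately and after a further 10 min at room temperature.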
# PGK inhibitor = blocks T. brucei phosphoglycerate kinase; PGK/GAPDH coupled, Kinase-Glo luminescence, 60 min; Potency, µM (highest dose often 57.5 µM), for inactives: top-dose activity change, negative = inhibition, actives largely listed as inhibitors; 380,000 compounds, 0.043% hits; note: potency is the fitted concentration of half-maximal effect; % is set by controls: 0 for no effect and ±100 for the full control effect; nearly all actives have a fitted effect of over 60% in size
#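 Recombinant glycosomal PGK reaction used 1,3-bisphosphoglycerate generated in-well by GAPDH (100nM final) in 100mM TEA pH 7.6, 5mM MgCl2, 0.01% Tween-20. After 60 minutes at room temperature, ATP was read by Kinase-Glo Plus luminescence end-point.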
# Active calls of the source: *; i = inactive; ? = inconclusive; . = not tested or not shown; & = joins results of further samples; [ ] = remark or other dose. Unless noted, calls come from the whole dose curve; as a rule, active = well fitted curve in the direction sought with a large enough effect; inconclusive = small, poorly fitted or top-dose-only effect, or another doubt; inactive = no such curve, though single readings can be large; an effect the other way counts as inactive or inconclusive. Not all compounds are listed; count on the stated rates, not on these rows.
SMILES,RXFP1 antag,Apoferritin bind,POLI inh,APEX1 inh,BLM helicase inh,POLH inh,POLK inh,POLB inh,PGK inhibitor
CCOC(=O)c1ccc(S(=O)(=O)N2CCN(C3CC(=O)N(c4ccccc4C(F)(F)F)C3=O)CC2)cc1 (stereo not given),-9,.,30%[activator],16%,.,-10%,-3%,.,-1%
Cc1ccc(C)c(NC(=S)NCCc2ccc(F)cc2)c1,-9,2%,-9%,8%,3%,-12%,-8%,-4%[57.1 µM],.
O=C(NC1CCCCC1)c1ccc(-n2cnnn2)cc1,5,4%,-11%,3%,-2%,-21%,8%,2%,-7%
COCCOc1cc(NC(=O)CS(=O)(=O)CC(=O)N(C)C)c(Cl)cc1Cl,-3,-1%,8%,-1%,-6%,-13%,1%,-7%,i
Cc1ccc(S(=O)(=O)N2CCOc3ccccc32)c(C)c1NS(C)(=O)=O,5,-4%,20%,25%,-2%,-20%,5%,1%,-5%
Cc1ccc(OCCN2CCN(c3ncnc4sc(C)c(C)c34)CC2)cc1,-25,-19%,3%,-4%,-5%,-15%,-7%,1%,4%
Cc1nn(CC(=O)NNC(=O)c2ccccc2F)c([N+](=O)[O-])c1Br,3,3%,47%[activator],3%,-5%,-22%,0%,32%,-9%
COc1ccc(NC(=O)CN2C(=O)NC(C)(c3ccc4c(c3)OCO4)C2=O)cc1S(N)(=O)=O (stereo not given),-11,.,86%[activator],-7%,.,-26%,-3%,.,-1%
C=CCNC(=O)C1CC2Cn3c(nc4cc5ccccc5cc43)C2N1C (stereo not given),.,2%,28%,7%,4%,-6%,-3%,?,-15%
CCCCCC(=O)Nc1cccc(C2=NOC3(C2)C[C@H](C(N)=O)N(C(=O)COc2ccc(Cl)cc2)C3)c1 (stereo not given in full),.,-6%,?,-10%,-13%,-9%,-11%,6%,-4%
O=C(COC(=O)CN1C(=O)C(=O)c2ccccc21)OCN1C(=O)c2ccccc2C1=O,.,-18%,-5%,-1%,0%,0%,-4%,25%,-10%
Cc1ccc(C2=NOC3(CC(=O)N(c4ccccc4)C3=O)C2)cc1 (stereo not given),4,4%,-9%,3%,-4%,-7%,-7%,-8%,i
CCCn1c(=O)[nH]c(=O)c2c1nc(-c1cc([N+](=O)[O-])ccc1Cl)n2CCOC,-1,9%,138%[activator],22%,-6%,-13%,-20%,6%,-3%
CCOc1ccccc1NS(=O)(=O)c1ccc(Br)s1,15,-11%,8%,2%,-1%,3%,0%,3%,i
O=C(OCC(=O)N1CCN(C(=O)c2ccco2)CC1)c1cccc(S(=O)(=O)N2CCc3ccccc32)c1,-26,-19%,9%,-10%,-1%,-2%,-18%,1%,-1%
O=C(COC(=O)/C=C/c1ccc([N+](=O)[O-])cc1)NCC1CCCCC1,8,.,10%,33%,.,-14%,-15%,.,-4%
COc1ccccc1-c1c(C)nn2c(N3CCN(c4cccc(Cl)c4)CC3)cc(C)nc12,-3,47%[activator],-7%,.,-2%,-4%,-8%[60.1 µM],?,-9%
O=C(COC(=O)C1C2CC3OC(=O)C1C3C2)Nc1ccc(F)cc1 (stereo not given),0,-2%,-10%,9%,0%,-12%,8%,-3%,-9%
C=CCn1c(O)c(N=Nc2nc3ccccc3c(=O)n2-c2ccccc2)c2ccccc21,-10,-2%,-17%,16%,2%,-17%,-9%,1%,i
CCCNC(=O)CN(c1ccc(F)c(Cl)c1)S(C)(=O)=O,5,19%,9%,1%,-3%,-4%,-7%,-17%,i
COCCNC(=O)Cn1ccc2cc(S(=O)(=O)N3CCCCC3)ccc21,3,5%,-1%,15%,-1%,-3%,2%,82%,1%
O=C(Nc1onc2c1CCCC2)c1ccccc1,-4,-12%,21%,.,-2%,-19%,12%,11%,-13%
COc1ccc(OCC(=O)NCc2ccc3c(c2)CCN3C(=O)c2ccc(F)cc2)cc1,?,38%[activator],-5%,.,0%,-14%,-11%[60.1 µM],4%,2%
O=C1CCC(C(=O)N2CCCCO2)CN1CCc1ccccc1 (stereo not given),4,5%,14%,-8%,2%,-4%,-2%,4%,-2%
CCCCCCOC(=O)Sc1nc2ccccc2o1,-8,?,12%,17%,-2%,-11%,-10%,30%,2%
COc1cccc(-c2nc3c(C#N)c[nH]n3c2NC2CCC(C)CC2)c1 (stereo not given),6,-8%,15%,.,-13%,-15%,-14%,19%,1%
Cc1cc(C)c(SCCc2ccncc2)c(C)c1,5,-19%,-7%,6%,-9%,-8%,-7%,9%,-7%
N=c1sccn1CC(=O)Nc1ccc(S(=O)(=O)N2CCOCC2)cc1,-2,-22%,?,4%,0%,2%,4%,3%,-5%
O=[N+]([O-])c1ccc(NC(=S)N2CCCC2)cc1,6,-10%,16%,29%,-2%,2%,6%,7%,i
COc1ccc(CCNC(=O)COC(=O)C23CC4CC(CC(C4)C2)C3)cc1,-17,?,7%,3%,-3%,-9%,-16%,4%,5%
Nc1ccn(Cc2ccc(F)cc2)n1,-9,-10%,14%,-9%,2%,-16%,-2%,0%,i
CCOC(=O)CC1C(=O)NCCN1C(=O)c1cc2c(=O)n3ccccc3nc2s1 (stereo not given),.,927%[activator],.,-3%,-1%,.,.,61%,.
CCOC(=O)N=Nc1c(O)n(C)c2ccccc12,19,-15%,3%,-6%,3%,-20%,-8%,26%,-7%
O=C(C1=C(O)C(=O)N(c2ncccn2)C1c1cccc(Cl)c1)c1ccco1 (stereo not given),-11,-9%,-10%[58.9 µM],2%,-8%,-15%,-8%,2%,-1%
CCOc1ccccc1NC(=O)n1ncc2cc(Cl)ccc21,2,-5%,-3%,.,-1%,-8%,-13%,1%,4%
Cc1cc(NC(=O)CN(C)S(=O)(=O)c2ccc3c(c2)CCC(=O)N3)ccc1Br,-13,5%,7%,.,-8%,-6%,-14%,-1%,9%
CC1CCN(Cc2cc(=O)oc3cc(O)c(Cl)cc23)CC1,14,365%[activator],?,22%,-6%,-1%,-1%,5%,.
CNC(=O)c1c(Cl)cnn1-c1ccc(F)cc1,-7,-1%,43%[activator],1%,-6%,-15%,3%,29%,i
CCCCC[n+]1ccn(C2=C([O-])c3ccccc3C(=O)/C2=N\S(=O)(=O)c2ccc(Cl)cc2)c1,.,2%,18%,-3%,1%,-18%,12%,-25%,-13%
CCOC(=O)c1c(C)oc2ncnc(NCCc3ccccc3)c12,-13,-9%,18%,.,-2%,-28%,-7%,?,-7%
CC(C)NC(=O)N(C)C[C@H]1Oc2ccc(NC(=O)Cc3ccccc3)cc2C(=O)N([C@H](C)CO)C[C@@H]1C,.,.,15%,-2%,.,-4%,19%,.,i
COc1cc(/C=C2/C(=O)NN(c3cccc(C)c3)C2=O)ccc1OC(=O)c1ccco1,-4,-6%,?,4%,-10%,28µM*,-11%,-24%,-7%
Cc1ccc(Cl)cc1NC(=O)COC(=O)c1ccc(N2CCCC2)c([N+](=O)[O-])c1,.,-1%,.,1%,-1%,.,.,3%,.
Cc1cc(C)cc(Nc2nc3c(S(=O)(=O)c4cccc(Cl)c4)nnn3c3ccsc23)c1,-5,-2%,14%,.,1%,-16%,1%,1%,i
O=C(Nc1nnc(-c2ccccn2)o1)c1cccc(Cl)c1,-6,-5%,53%[activator],-4%,-4%,8%,-10%,9%,3%
CCOc1ccc2[nH]c(C(=O)N/N=C/c3ccc(OC)cc3)cc2c1,-38,0%,-8%,-1%,-4%,-9%,-1%,15%,5%
COc1ccc(Cn2nnc3c(=O)[nH]c(C4CCN(C(=O)c5ccc(C)cc5)CC4)nc32)cc1OC,-2,-18%,5%,.,3%,-26%,5%,9%,3%
COc1ccc(CNC(=O)c2cnc(N(C)C)nc2)cc1,-7,5%,-14%,.,0%,.,2%[60.1 µM],5%,.
O=C(O)Cn1c(-c2cccs2)cc2cc(Cl)ccc21,-6,-6%,5%,.,0%,.,-9%,-1%,.
O=C1/C(=C/c2ccccn2)SC(=S)N1NS(=O)(=O)c1ccccc1,-4,-20%,-14%,0%,-1%,-3%,-12%,-14%,4%
# Next part
SMILES,RXFP1 antag,Apoferritin bind,POLI inh,APEX1 inh,BLM helicase inh,POLH inh,POLK inh,POLB inh,PGK inhibitor
CCCCC[C@H](O)/C=C/[C@H]1C(=O)C=C[C@@H]1C/C=C\CCCC(=O)O,.,1%,.,1%&14%,1%,.,6%[19.4 µM],.,.
COCCNC(=O)C(c1ccc(F)cc1)N(Cc1ccco1)C(=O)CCC(=O)Nc1ccccn1 (stereo not given),-7,-3%,-3%,31%,-2%,-8%,-5%,11%,-2%
Cc1cc(C)n(-c2ccc(C(=O)OCC(=O)Nc3ccccc3[N+](=O)[O-])cc2)n1,-12,-17%,-17%,-1%,-4%,-13%,-19%,-5%,-11%
CC(C)(C)OC(=O)N1C2C=CC1C1=COCCN1C2=O (stereo not given),.,-6%,-3%,?,3%,.,5%,.,.
O=C(NCc1nnc2n1CCCCC2)c1ccc(Cl)cc1Cl,9,-17%,-4%,?,0%,-11%,1%,?,-3%
O=C(CCC(=O)N1CCN(S(=O)(=O)c2ccccc2)CC1)NC1CCCc2ccccc21 (stereo not given),1,-14%,27%,-1%,-4%,-20%,-4%,-15%,-2%
